Source: PubChem
KB-3-1 tox = kills parental KB-3-1 adenocarcinoma cells. KB-3-1 viability, CellTiter-Glo ATP luminescence, 72 h. Potency, µM (titrated, usually from 46.1 µM), for the others: at the top dose activity change, negative = cytotoxic, usual class: cytotoxic. 400,000 compounds, 1.4% hits. AID 1347075; further: potency means the concentration at half of the fitted maximal effect; on the % scale 0 is the no-effect control and ±100 the full control effect; nearly all actives have a fitted effect of over 60% in size
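Here the drug-naive KB-3-1 line serves as comparator for MDR sub-line selectivity; cells received compound titrations, 72 h at 37 °C, then CellTiter-Glo readout.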
HepG2 tox = HepG2 cytotoxicity, counter-screen for TGF-b inhibitors; 410,000 compounds, 0.76% hits; HepG2 CAGA-GFP viability, ATP luminescence, 18 h; AID 588856; Potency, µM (highest dose often 46.1 µM), for inactives: at the highest dose activity change, negative = cytotoxicity, actives largely listed as cytotoxic; further: potency means the concentration at half of the fitted maximal effect; some results filed as inactive show a strong effect at the top dose
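CellTiter-Glo luminescence gave cytotoxicity after 18 hours at 37 degrees C. The cells were HepG2 CAGA-GFP in 1% FBS DMEM, stimulated with 500 pg/mL TGF-beta after compound addition. %Activity was normalised to no-cell wells (complete cell-killing) and DMSO (no toxicity), and curves were fitted and classified.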
HT1080NT lethal = kills 2HG-producing HT-1080-NT fibrosarcoma cells. 360,000 compounds, 1.6% hits. Potency, µM (titrated, usually from 46.1 µM), inactives show at the highest dose activity, negative = less viability, most hits filed as cytotoxic. HT-1080-NT fibrosarcoma viability, CellTiter-Glo ATP luminescence, 48 h. AID 686970;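 further: NT is the 2HG producing partner of a matched IDH1 knockdown line; potency means the concentration at half of the fitted maximal effect; 0% = DMSO-treated cells and -100% = media-only wells without cells; nearly all actives have a fitted effect of over 55% in size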
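Compounds were tested in concentration-response format on HT-1080-NT cells for 48 hours at 37 degrees C. Cell viability came from CellTiter-Glo luminescence; curves were classified by r2, response magnitude and activity.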
IL-1B inflam inh = inhibitors of inflammasome signaling (IL-1 beta secretion). THP-1 LPS/ATP IL-1B secretion, AlphaLISA, 16 h; hits give low values. activity change, % at 57.5 µM. 360,000 compounds, 4.7% hits. AID 743279; in the data active means activity change below about -50%; inconclusive means mostly about -30% to -49%; further: on the % scale 0 is the no-effect control and ±100 the full control effect
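Secreted IL-1B measured by AlphaLISA bead assay after 16 h compound exposure of THP-1 cells; compounds (final up to 57.5 uM) added 1 h before LPS (250 ng/mL) and ATP (1.25 mM) stimulation; lower signal means less secretion.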
ATXN viability = cell viability loss in ATXN counter-screen; S2 cells (HEK-293 line with an ATXN2-luciferase reporter) viability, CellTiter-Fluor protease fluorescence, 24 h; AID 651635; Potency, µM (top dose mostly 56.7 µM), most hits filed as cytotoxic; 400,000 compounds, 0.49% hits; further: potency means the concentration at half of the fitted maximal effect; nearly all actives have a fitted effect of over 40% in size
ATXN2 expr inh = inhibitors of ATXN2 expression; 360,000 compounds, 0.72% hits; HEK-293 ATXN2-luciferase reporter, luminescence, 24 h; Potency, µM (series often up to 57 µM), for the others: top-dose activity change, negative = inhibition, actives largely listed as inhibitors; further: potency means the concentration at half of the fitted maximal effect; on the % scale 0 is the no-effect control and ±100 the full control effect; nearly all actives have a fitted effect of over 55% in size
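ATXN2-luciferase reporter cells (luciferase flanked by upstream and downstream ATXN2 gene portions) were treated 24 h at 37 °C with compounds at up to 57 uM. SteadyGlo luminescence gave expression; GF-AFC fluorescence gave viability.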
HT1080 IDH1KD tx = toxicity to HT-1080 IDH1 knockdown cells (counter line) | AID 686971 | 360,000 compounds, 2% hits | HT-1080 IDH1 knockdown viability, ATP luminescence, 48 h | Potency, µM (top dose mostly 46.1 µM), without a hit: top-dose activity, negative = toxicity, hits mostly cytotoxic;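 further: potency means the concentration at half of the fitted maximal effect; 0% = DMSO wells and -100% = cell-free medium wells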
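Assay cells: HT-1080 with IDH1 knockdown, 750 per well, RPMI/5% FBS. Exposure: 48 h at 37 °C following 2 h pre-incubation. Read: CellTiter-Glo luminescence; fitted concentration-response, curve class assigned.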
MCF10A rereplic = DNA re-replication induction in MCF 10a cells | 350,000 compounds, 2.9% hits | AID 624296 | Potency, µM (series often up to 46.1 µM), inactives show at the highest dose activity, positive = re-replication, usual class: activators | MCF 10A DNA re-replication, Hoechst nuclear intensity, 48 h; further: potency means the concentration at half of the fitted maximal effect; % of control where 0% means no effect; nearly all actives have a fitted effect of over 50% in size
SW480 rerep = inducers of DNA re-replication in SW480 colon cancer cells; SW480 DNA re-replication, Hoechst DNA content imaging, 48 h; 340,000 compounds, 1.8% hits; Potency, µM (highest dose often 46.1 µM), inactives show at the highest dose re-replication activation, actives largely listed as activators; AID 624297; further: potency means the concentration at half of the fitted maximal effect; % of control where 0% means no effect; nearly all actives have a fitted effect of over 55% in size
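250 cells/well; 23 nL cpd via pin tool; 48 hr, 37 C, 5% CO2; Hoechst 40 min; imager read of total nuclear intensity, ex 405/em 500-530 nm.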
Active calls of the source: *; i = inactive; ? = inconclusive; . = no result given; & = joins results of further samples; [ ] = dose if it differs, or a comment. Unless noted, the call rests on the fitted dose curve; in most records, active means well fitted curve in the direction sought with a large enough effect; inconclusive means small, poorly fitted or top-dose-only effect, or another doubt; inactive means no such curve, though single readings can be large; an effect the other way counts as inactive or inconclusive.

SMILES | KB-3-1 tox | HepG2 tox | HT1080NT lethal | IL-1B inflam inh | ATXN viability | ATXN2 expr inh | HT1080 IDH1KD tx | MCF10A rereplic | SW480 rerep
COc1cc(C2NC(=O)NC(C)=C2C(=O)OCc2ccccc2)ccc1O (configuration not stated) | 8% | -2% | -2% | -3 | i | 4% | -4% | -6% | -14%
CCCCn1nc(NC(=O)COC)c2cc3ccc(C)cc3nc21 | -1% | -12% | 0% | -3 | i | . | -2% | -4% | 34%
COc1cccc(C2NC(=O)NC(O)(C(F)(F)F)C2C(=O)c2cccnc2)c1OC (configuration not stated) | 2% | -16% | 6% | 14 | i | 5% | 1% | 4% | -14%
COc1ccc(OC(C)C(=O)NCc2cccnc2)cc1 (configuration not stated) | -4% | -12% | -8% | -7 | i | 0% | 1% | -3% | -9%
COC(=O)c1nc(-c2ccccc2)n[nH]1 | 7% | 6% | 10% | -25 | . | . | 5% | 2% | -28%
O=C(NC1CCCCC1)C(c1ccccc1)N1CCCC1 (configuration not stated) | -3% | -1% | 8% | 0 | i | 4% | 6% | 3% | -3%[9.22 µM]
Cc1cc(C)cc(NC(=O)CN2CCC(NC(=O)c3ccccc3F)CC2)c1 | -2% | -29% | -4% | -14 | i | . | 0% | -8% | 1%
COc1ccc(/C=C(/NC(=O)c2ccco2)C(=O)NCc2ccco2)cc1 | 5% | -3% | 8% | -1 | i | . | 4% | . | .
Cc1ccccc1Nc1nc2nonc2nc1N1CCOCC1 | -5% | 7% | 9% | 9 | ? | 6% | 11% | -2% | 1%
CCn1cc(CN2CCCC(C(=O)Nc3cccc(-c4cc5ccccc5[nH]4)c3)C2)c(C)n1 (configuration not stated) | -12% | -28% | 21µM* | -53* | i | ? | ? | ? | ?
CC1(C)CC(NC(=S)Nc2ccc(S(N)(=O)=O)cc2)CC(C)(C)N1 | 4% | 23% | 1% | 19 | i | 6%[11.3 µM] | 2% | -16% | -12%
COc1ccc(CCNC(=O)C(C)Sc2ccccc2)cc1OC (configuration not stated) | -2% | -12% | -1% | 11 | i | -18% | 0% | 9% | 1%[9.22 µM]
COc1ccc(CNc2oc(COc3ccccc3Cl)nc2C#N)cc1 | -9% | -14% | -1% | ? | i | -6% | -9% | 28% | 10%
CCCN1CCC(NC(=O)Cc2cccc(C)c2)CC1 | -4% | 0% | -1% | 5 | i | 3% | -4% | 3% | 5%
CC[C@H](C)[C@H]1CNC(=O)C(=O)N1CC1CCN(CCc2ccccc2)CC1 | -5% | -5% | 11% | -3 | i | 3% | 8% | -69%[inhibitor] | -38%
CC(C)(C)NC(=O)[C@H]1CC[C@H]2[C@@H]3CC[C@H]4NC(=O)C=C[C@]4(C)[C@H]3CC[C@]12C | 0% | -8% | 12% | -6 | i | -1%&1%&-1% | 2% | ? | -98%[inhibitor]
CCN(C(=O)C1CCCN(S(=O)(=O)c2c(C)noc2/C=C/N(C)C)C1)c1cccc(C)c1 (configuration not stated) | 1% | -7% | . | . | ? | ? | . | . | .
COc1ccc(C2C(C(=O)Nc3ccc(C)cc3C)=C(C)Nc3nc4ccccc4n32)c(OC)c1 (configuration not stated) | 7% | -8% | . | . | i | -1% | . | . | .
COc1ccc(C=NNc2nc3c([nH]2)c(=O)n(C)c(=O)n3C)cc1 | 0% | -9% | -16% | -23 | i | -9% | 1% | -2% | 1%
Cc1cc(NC(=O)C(C)Oc2ccccc2)no1 (configuration not stated) | 3% | -5% | 12% | 20 | i | -3% | 17% | 2% | -50%[inhibitor]
CC1CCN(CC2C(=O)O[C@@H]3C[C@@]4(C)CCC[C@H](C)C4=C[C@H]23)CC(C)(C)C1 (some centres not stated) | -4% | -16% | -14% | . | ? | ? | -4% | ? | ?
O=C(CN1C(=O)c2cccc3cccc(c23)C1=O)NCCN1CCOCC1 | 8% | -14% | 6% | 0 | i | -14% | 9% | 1.8µM* | -9%
CCCN1CC=C2C(C#N)=C(N)C(C#N)(C#N)C(c3cccc(OC)c3OC)C2C1 (configuration not stated) | 2% | 4% | -2% | 0 | ? | -13% | -4% | 13% | -3%
Cc1ccccc1Nc1nc(N)nc(CN(C)Cc2ccccc2Cl)n1 | -16% | -12% | ? | -24 | . | 61%[activator] | ? | ? | -25%
N#Cc1cc2c(nc1SCC(=O)N1CCOCC1)CCCCC2 | -19% | -1% | 6% | 3 | i | ? | 3% | 17% | 7%
COc1ccc(/C=N/NC(=O)C(O)(c2ccccc2)c2ccccc2)cc1OC | -16% | -6% | 2% | 0 | i | -1% | -1% | -37%[inhibitor] | 12%
O=C(c1ccccn1)C1CCCN(Cc2cn[nH]c2-c2cc3ccccc3o2)C1 (configuration not stated) | -9% | -34% | -11% | -20 | i | . | -2% | -4% | -7%
CCOc1cc(/C=C2/C(=N)N3C(=NC2=O)SN=C3S(C)(=O)=O)ccc1OC(=O)c1ccco1 | -1% | -23% | -1% | 2 | i | 4% | -5% | 0% | 10%
Cc1cc(C)c2c(N)c(C(=O)Nc3ccc(C)c(C)c3)sc2n1 | 15% | -22% | 14% | -5 | i | 64%[activator] | 10% | ? | ?
CC(C)(C)c1ccc(C(=O)N/C(=C\c2cccs2)C(=O)N2CCOCC2)cc1 | 0% | -1% | -18% | 6 | i | -9% | -11% | -5% | 8%
C#CCN(C[C@H]1[C@H](OC(=O)Nc2cccs2)[C@H](OC(=O)Nc2cccs2)C[C@H]2C(=O)N(c3ccccc3)C(=O)[C@@H]12)S(=O)(=O)c1ccc(C)cc1 | -1% | 0% | 1% | -15 | i | 3% | -1% | . | .
O=C(O)CN1C(=O)/C(=C2\C(=O)N(Cc3ccccc3Cl)c3ccccc32)SC1=S | -5% | -9% | -1% | 7 | i | -4% | -2% | 0% | 5%
CCn1cc(Br)c(C(=O)Nc2ccccc2C(=O)OC)n1 | 11% | -6% | -14% | -2 | i | -26% | -17% | 4% | 2%
CC(C)C(C(=O)O)N1CCS(=O)(=O)CC1 (configuration not stated) | -9% | -5% | 1% | 0 | ? | -19% | 5% | 3% | 3%
O=C(NCc1nnc(SCC(=O)N2CCc3ccccc32)o1)c1ccco1 | -19% | -8% | 2% | 51 | i | -3% | -1% | 8% | 2%
COC(=O)c1c(C)oc2ccc(N(C(=O)Oc3ccccc3)S(=O)(=O)c3ccc(Cl)c([N+](=O)[O-])c3)cc12 | ? | 0% | 19% | -105* | . | ? | 16% | ? | 3%
Cc1ccc(N2CCN(C(=O)c3cc(-c4ccc(F)cc4)[nH]c3C)CC2C)cc1 (configuration not stated) | ? | -27% | 23µM* | -59* | i | 2% | 18µM* | 16% | 5%
COc1ccccc1C1CN=NC12CCCc1ccccc1C2=O (configuration not stated) | -1% | -3% | -22% | -23 | i | 21% | -15% | 12% | 8%
CC(C)c1cccc(C2=CC(=O)C[C@H](c3ccc4c(c3)OCO4)C2)c1 | -7% | -16% | 5% | -9 | i | 5% | 6% | ? | 23%
COc1ccc(S(=O)(=O)N2CCOCC2)cc1NC(=O)Cc1cccs1 | ? | 2% | 0% | 0 | i | -19% | 23% | 6% | -4%
CCN(CC)S(=O)(=O)c1ccc(C(=O)OCC(=O)NC2CCCC2)cc1 | 12% | 0% | 2% | 4 | ? | 3% | 11% | 0% | -5%

Nine successive compounds already listed:
SMILES | KB-3-1 tox | HepG2 tox | HT1080NT lethal | IL-1B inflam inh | ATXN viability | ATXN2 expr inh | HT1080 IDH1KD tx | MCF10A rereplic | SW480 rerep
CCn1cc(Br)c(C(=O)Nc2ccccc2C(=O)OC)n1 | 11% | -6% | -14% | -2 | i | -26% | -17% | 4% | 2%
CC(C)C(C(=O)O)N1CCS(=O)(=O)CC1 (configuration not stated) | -9% | -5% | 1% | 0 | ? | -19% | 5% | 3% | 3%
O=C(NCc1nnc(SCC(=O)N2CCc3ccccc32)o1)c1ccco1 | -19% | -8% | 2% | 51 | i | -3% | -1% | 8% | 2%
COC(=O)c1c(C)oc2ccc(N(C(=O)Oc3ccccc3)S(=O)(=O)c3ccc(Cl)c([N+](=O)[O-])c3)cc12 | ? | 0% | 19% | -105* | . | ? | 16% | ? | 3%
Cc1ccc(N2CCN(C(=O)c3cc(-c4ccc(F)cc4)[nH]c3C)CC2C)cc1 (configuration not stated) | ? | -27% | 23µM* | -59* | i | 2% | 18µM* | 16% | 5%
COc1ccccc1C1CN=NC12CCCc1ccccc1C2=O (configuration not stated) | -1% | -3% | -22% | -23 | i | 21% | -15% | 12% | 8%
CC(C)c1cccc(C2=CC(=O)C[C@H](c3ccc4c(c3)OCO4)C2)c1 | -7% | -16% | 5% | -9 | i | 5% | 6% | ? | 23%
COc1ccc(S(=O)(=O)N2CCOCC2)cc1NC(=O)Cc1cccs1 | ? | 2% | 0% | 0 | i | -19% | 23% | 6% | -4%
CCN(CC)S(=O)(=O)c1ccc(C(=O)OCC(=O)NC2CCCC2)cc1 | 12% | 0% | 2% | 4 | ? | 3% | 11% | 0% | -5%
